Compound activity from PubChem.
DTT redox prof: compounds producing H2O2 with reducing agent – biochemical, NIH compound library profiling, artefact control for MLSCN library redox annotation, primary screen; 0.03% of 200,000 active; activation, % at 10 µM; DTT-dependent redox cycling H2O2, phenol red/HRP absorbance; 100% = 100 µM peroxide control, 0% = buffer;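 active = activation of at least 50% relative to the plate's high and low controls in the primary single-dose screen; inactive = activation below 50%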;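 note: compound incubated with DTT at 0.8 mM final as the reducing agent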
TNAP inh hi DEA: inhibitors of human TNAP at high phosphate acceptor concentration. P05186. purified TNAP, CDP-star luminescence, 1 M DEA. inhibition, % at 20 µM. 0.03% of 200,000 active;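 active = over 50% inhibition of tissue-nonspecific alkaline phosphatase at 20 µM in the single-dose screen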;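 note: plate controls were DMSO wells for no effect and EDTA-quenched wells as full inhibition for full effect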
Target sequence (P05186 whole entry, looked up): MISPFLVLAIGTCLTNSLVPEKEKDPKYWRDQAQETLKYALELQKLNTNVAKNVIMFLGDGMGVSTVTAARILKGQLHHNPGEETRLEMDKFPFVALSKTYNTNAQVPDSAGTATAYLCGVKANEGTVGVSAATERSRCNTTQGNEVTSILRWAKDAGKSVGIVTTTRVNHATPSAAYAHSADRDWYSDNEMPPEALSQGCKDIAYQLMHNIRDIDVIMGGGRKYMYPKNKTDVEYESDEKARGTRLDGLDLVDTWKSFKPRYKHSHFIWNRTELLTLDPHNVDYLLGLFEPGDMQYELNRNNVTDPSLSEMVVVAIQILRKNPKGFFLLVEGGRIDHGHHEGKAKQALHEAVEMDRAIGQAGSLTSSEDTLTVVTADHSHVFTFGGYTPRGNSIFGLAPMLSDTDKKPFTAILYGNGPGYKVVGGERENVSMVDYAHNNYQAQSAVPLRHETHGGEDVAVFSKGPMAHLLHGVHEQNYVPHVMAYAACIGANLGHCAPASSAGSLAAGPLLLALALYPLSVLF
Hsp70 act: transcriptional activators of Hsp70; HeLa Hsp70 promoter luciferase reporter, luminescence; scaled: vehicle 0, proteasome-inhibitor control 100%; activation, % at 10 µM; 0.04% of 200,000 active; AID 1203;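 active = activation above the mean across all tested compounds plus 3 SD, cutoff set per campaign, cut at about 5.5% in these data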;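 note: 100% = MG132 at 30 µM as the positive control and 0% = DMSO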
S1P3 antagonist: S1P3 (human) receptor antagonism. CHO S1P3 NFAT-BLA reporter, FRET fluorescence, antagonist mode. Q99500. 0.27% of 170,000 active. inhibition, % at 4.98 µM;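 active = inhibition above the plate cutoff, the mean inhibition of test wells on that plate plus 3 SD, cut at about 28% in these data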;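 note: cells challenged with S1P at its EC80 of 0.8 µM; blue over green emission ratio from cleaved BLA substrate after 4 h stimulation; 0% = S1P-stimulated wells and 100% = unstimulated DMSO-only wells; some compounds past the cut are filed as inactive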
PMI act satM6P: activators of human phosphomannose isomerase at near-saturating mannose 6-phosphate; coupled PMI enzyme assay, resazurin fluorescence, 20 min; hits give high values; 1 = untreated enzyme, 0 = substrate-free blank; P34949; 0.34% of 190,000 active; activation factor at 20 µM; AID 1216;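 active = activation factor of 2 or more at 20 µM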
Target sequence (P34949 whole entry, looked up): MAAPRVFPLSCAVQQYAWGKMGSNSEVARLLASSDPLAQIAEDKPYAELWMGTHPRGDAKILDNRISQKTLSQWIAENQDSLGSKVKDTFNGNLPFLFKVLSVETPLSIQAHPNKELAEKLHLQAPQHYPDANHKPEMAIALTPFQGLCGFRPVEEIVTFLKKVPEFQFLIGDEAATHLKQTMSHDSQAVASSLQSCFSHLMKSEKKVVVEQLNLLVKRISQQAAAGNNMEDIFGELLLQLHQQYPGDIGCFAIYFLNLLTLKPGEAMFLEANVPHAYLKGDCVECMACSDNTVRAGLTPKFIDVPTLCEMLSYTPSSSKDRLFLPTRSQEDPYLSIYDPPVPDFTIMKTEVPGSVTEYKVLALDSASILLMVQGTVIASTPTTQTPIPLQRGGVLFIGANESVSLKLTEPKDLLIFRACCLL
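Test system: human phosphomannose isomerase with PGI, G6PDH, diaphorase coupling enzymes; Amount: PMI at 15 ng/mL final; Reagent: Mannose-6-phosphate 1.0 mM (near-saturating) plus 0.22 mM NADP+; Timing: 20 min, room temperature; Technique: resorufin fluorescence at Ex 544/Em 590 nm; Dosing: 20 µM single dose.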
Efa HMGR inh: E. faecalis class II HMG-CoA reductase inhibition; purified E. faecalis HMGR, NADPH absorbance 340 nm kinetic; inhibition, % at 10 µM; 0.41% of 190,000 active; AID 1066;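 active = inhibition above a set limit, the median over all tested compounds plus 3 SD, cut at about 9.5% in these data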;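 note: enzyme runs in reverse so mevalonate oxidation gives rising NADPH absorbance; 0% = complete reaction with DMSO and 100% = background rate lacking mevalonate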
RAM network inh: yeast RAM network inhibition; S. cerevisiae dse1pr::URA3 reporter, 5-FOA growth OD615, 2 d; analog-sensitive cbk1-as2 kinase mutant strain; inhibition, % at 50 µM; 1.8% of 190,000 active;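 active = inhibition above a set limit, 3 SD over mean compound inhibition, cut at about 8.4% in these data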;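 note: 0% = DMSO-only wells with no growth and 100% = 10 µM 1-NA-PP1 full growth; inhibition rescues growth on 5-FOA so higher OD means more RAM inhibition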
Lmaj promast: Leishmania major promastigote growth inhibition; Leishmania major promastigotes, resazurin fluorescence viability; inhibition, % at 10 µM; 9% of 200,000 active; in the data active = inhibition above about 50%;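 note: promastigotes grown with compound for 44 hours at 28 °C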
TNAP inh no acc: blocks human TNAP activity with no phosphate acceptor present; P05186; purified TNAP, CDP-star luminescence, 30 min; inhibition, % at 20 µM; 0.26% of 200,000 active;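 active = tissue-nonspecific alkaline phosphatase inhibition above about 50% at 20 µM in the single-dose screen, limit read from the data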;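 note: 0% = DMSO negative control and 100% = EDTA positive control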
PMI act: phosphomannose isomerase (human) activation. activation factor at 20 µM. 0.005% of 190,000 active. purified human PMI, coupled resazurin fluorescence, 20 min; hits give high values; 1 = vehicle control, 0 substrate-free wells. P34949;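 active = activation factor of 2 or more at 20 µM, relative to plate controls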
Active calls of the source: *; nt = no result given.

Structure,DTT redox prof,TNAP inh hi DEA,Hsp70 act,S1P3 antagonist,PMI act satM6P,Efa HMGR inh,RAM network inh,Lmaj promast,TNAP inh no acc,PMI act
CC1=C(C(=O)Nc2ccccc2)C(c2ccc(C)o2)n2c(s/c(=C/c3ccccc3)c2=O)=N1 (centres undefined),-0.1,-2.9,0.0,nt,1,-5.5,3.2,95.4*,3.4,1
Cc1ccc(N2C(=O)c3ccccc3NC2C(C)Cc2ccc3c(c2)OCO3)cc1 (centres undefined),2.2,-6.0,-0.3,nt,0.9,-0.7,4.1,44.4,-24.3,0.8
CC(=O)Nc1ccc(S(=O)(=O)NCC(=O)OCc2ccccc2)cc1,-0.1,-4.6,-0.4,3.1,1,-4.1,-0.5,-6.1,-12.0,1
CN(C)S(=O)(=O)c1ccc(Cl)c(C(=O)NCc2ccco2)c1,0.2,-3.3,-0.2,nt,1,-0.2,1.0,-3.5,-8.6,1
O=[N+]([O-])c1cc(S(=O)(=O)N2CCCCCC2)ccc1Cl,-1.1,-5.9,-0.1,-20.5,1,-5.7,5.6,27.4,-4.0,1
COc1ccc(NC(=O)COC(=O)C2CC3C=CC2C3)cc1 (centres undefined),-0.1,-4.3,-0.1,-7.5,1,-4.1,-0.5,-3.9,-14.1,1
COc1ccc2nc(NC(=S)N(C)C)sc2c1,0.5,-6.0,-0.3,nt,0.8,-1.3,-1.5,-1.8,-9.9,0.4
COc1cccc(CNc2nc3ccccc3n2CCN2CCCCC2)c1,-0.5,-1.8,0.4,-47.9,1.1,-0.2,0.9,43.9,9.1,1.1
CC1CCN(c2ccc(NC(=O)Cc3ccccc3)cc2)CC1,0.2,-5.9,-0.3,4.2,0.8,-4.3,-1.2,-1.1,-10.9,0.9
O=C(CSc1nc(C2CC2)nc2ccccc12)N1c2ccccc2Sc2ccccc21,1.4,-0.8,-0.4,nt,0.9,-1.2,0.8,50.4*,18.2,0.9
CCOC(=O)N1N=C(CC)CC1(O)C(F)(F)F (centres undefined),2.8,-3.8,-0.3,nt,1,-3.0,1.3,-2.9,-8.6,1
CC(C)OC(=O)CC12CN3CC(CC(=O)OC(C)C)(CN(C1)C(=O)c1ccccc1C3=O)C2=O,0.9,-9.2,0.1,-17.3,1,-3.7,0.5,-5.7,-16.5,1
c1ccc(CNc2nc3ccccc3[nH]2)cc1,1.2,-6.0,0.1,nt,1,-3.0,1.6,35.1,-15.0,1.1
CC(=O)NC(=S)Nc1ccc(S(=O)(=O)N2CCOCC2)cc1,-0.5,-6.9,-0.1,-0.2,1,-0.4,1.5,-0.8,-13.1,1
Cc1cc(C)c(C#N)c(SCc2ccc(F)cc2)n1,0.5,-2.8,-0.1,-8.7,0.9,-3.9,6.3,-3.0,-4.2,0.9

Rewritten with two lines to a compound: part of the list above.
Order of results – DTT redox prof | TNAP inh hi DEA | Hsp70 act | S1P3 antagonist | PMI act satM6P | Efa HMGR inh | RAM network inh | Lmaj promast | TNAP inh no acc | PMI act
- CC1CCN(c2ccc(NC(=O)Cc3ccccc3)cc2)CC1
    0.2 | -5.9 | -0.3 | 4.2 | 0.8 | -4.3 | -1.2 | -1.1 | -10.9 | 0.9
- CC(=O)Nc1ccc(S(=O)(=O)NCC(=O)OCc2ccccc2)cc1
    -0.1 | -4.6 | -0.4 | 3.1 | 1 | -4.1 | -0.5 | -6.1 | -12.0 | 1

Single values from the entries so far.
In RAM network inh, CN(C)S(=O)(=O)c1ccc(Cl)c(C(=O)NCc2ccco2)c1 shows 1.0
In TNAP inh hi DEA, COc1ccc2nc(NC(=S)N(C)C)sc2c1 shows -6.0

Following part.
Structure,DTT redox prof,TNAP inh hi DEA,Hsp70 act,S1P3 antagonist,PMI act satM6P,Efa HMGR inh,RAM network inh,Lmaj promast,TNAP inh no acc,PMI act
Cn1c(=O)[nH]c(=O)c2c1nc(N1CCN(CCO)CC1)n2CCSc1nc2ccccc2s1,-1.2,-6.8,-0.2,-7.8,1,2.6,-0.2,0.8,-7.2,1
O=C(COC(=O)c1ccccn1)Nc1cccc2ccccc12,-0.3,-3.2,0.1,-1.1,1,-2.2,0.5,-8.4,-8.2,1
CCOC(=O)C1CSC(CC(=O)Nc2ccc(Cl)c(Cl)c2)C(=O)N1 (centres undefined),-0.1,-7.8,0.2,nt,1,-0.3,1.5,-2.0,-5.1,0.8
O=c1oc2c3c4c(cc2c2c1CCC2)OCCN4CCC3,-0.4,-9.9,-0.2,1.8,0.7,0.3,0.0,30.3,-30.3,1
Cc1nn(C)c(C(=O)NC2C3CC4CC(C3)CC2C4)c1Cl (centres undefined),-0.4,-0.5,-0.4,-12.6,1.1,0.6,2.2,-2.1,-3.2,1
CC(Sc1nnc(Cc2cccs2)n1C1CCCCC1)C(=O)N1CCc2ccccc21 (centres undefined),-0.7,-4.9,0.0,nt,0.9,0.2,-0.9,18.3,-6.0,0.8
Cc1ccc(NC(=O)Nc2ccc(F)c(Cl)c2)cc1,-0.4,-3.0,-0.1,-18.6,1,0.7,4.4,13.1,-29.6,0.9
Cc1ccccc1C1NC(=O)Cc2ccccc21 (centres undefined),0.2,-6.3,-0.3,nt,1,-4.7,0.7,16.7,-14.2,1
Cc1nc(-c2cccc(NC(=O)Cc3ccccc3)c2)cs1,0.2,-1.5,0.1,3.5,0.9,-6.9,0.1,7.6,-2.2,0.9
Cc1ccc(NC(=O)C(=O)NCCN2CCN(Cc3ccc([N+](=O)[O-])cc3)CC2)cc1,-0.5,-1.0,0.0,11.6,0.9,-7.3,-0.9,-5.0,-16.3,0.7
O=C(CN1C(=O)COc2ccccc21)N(Cc1cccnc1)Cc1ccccc1F,1.9,0.7,-0.2,8.2,1,-2.5,0.0,96.4*,-2.3,0.9
CCOC(=O)N1CCN(C(=S)Nc2cc(S(=O)(=O)N3CCOCC3)ccc2Cl)CC1,0.3,-5.0,-0.4,-18.4,1,-0.8,0.1,-1.3,-13.3,1
CCc1nc(N2CCC(C)CC2)c2oc3ccccc3c2n1,1.4,-0.9,0.3,19.3,1.1,-1.2,2.8,5.8,-12.3,1
C#CCN1C(=O)C2C(C(=O)NC)C3C=CC2(O3)C1C(=O)NCc1ccc(OC)cc1 (centres undefined),0.0,-7.8,-0.3,nt,0.9,-7.2,-0.5,-2.5,-7.5,1
CCOC(=O)N1CCN(C(=O)c2ccc3c(=O)n(-c4ccc(OC)cc4)c(=S)[nH]c3c2)CC1,0.0,5.4,-0.1,-42.6,1,0.4,2.5,-3.4,-4.4,1
COc1ccccc1/C=N/NC(=O)C1=NNC(c2ccccc2)(c2ccccc2)C1,3.8,-1.8,0.2,nt,0.9,3.8,1.1,5.2,12.5,1.1
CN(CCC#N)C(=O)COC(=O)c1cc(Cl)cc(Cl)c1N,-1.7,-0.6,0.2,-18.7,1,-5.4,0.5,7.0,13.1,1.1
O=C(NC1CCCC1)C1CC(=O)N(C2CCCCCCC2)C1 (centres undefined),0.7,-4.2,0.0,3.8,1,-0.3,-0.7,-10.7,-11.3,1
N#Cc1c(NC(=O)C2CCCO2)sc2c1CCCCCC2 (centres undefined),-0.2,1.2,-0.1,-5.6,1,1.3,1.7,-4.2,-15.3,1.1
O=C(CN1CCN(c2ncccn2)CC1)Nc1ccccc1-n1cccc1,-0.5,-9.4,-0.3,nt,1.2,-1.7,-0.1,-0.9,0.8,1.2
CC1=C(C(=O)N2CCOCC2)C(c2ccc(Br)cc2)NC(=S)N1c1ccccc1 (centres undefined),-2.1,-3.2,-0.3,-9.0,1.1,-0.2,1.8,48.9,-7.9,1
CCOc1ccc(NC(=O)N(CCN(C)C)C(C)c2ccncc2)cc1 (centres undefined),-3.3,-1.2,-0.3,-32.3,0.8,4.1,1.3,-0.8,-8.2,0.9
CCS(=O)(=O)N1Cc2ccccc2CC1C(=O)N1CCN(c2cccc(C)c2C)CC1 (centres undefined),2.8,-1.6,-0.3,-9.9,1.7,1.1,2.4,21.6,-5.8,1.3
Cc1ccccc1-c1nc(CN2CCC(C(=O)O)CC2)c(C)o1,-0.8,-2.1,0.0,7.3,1,-5.2,-0.2,-6.0,-17.2,1
CC(C)CC1=NN(C(=O)c2cccnc2)C(O)(C(F)(F)F)C1 (centres undefined),-0.2,-4.9,-0.4,-5.5,1.2,-5.6,0.0,-5.9,1.0,1.1
CCOc1ccc(-c2nn3c(-c4ccc(F)cc4)nnc3s2)cc1,1.2,nt,-0.1,-15.9,nt,nt,nt,-0.8,nt,nt
CCC(C)Sc1nnc(Cc2cc(=O)[nH]c(=O)[nH]2)n1-c1ccc(OC)cc1 (centres undefined),-2.0,-4.4,-0.1,-21.1,1.1,-3.3,0.7,-8.0,-13.0,1
Cc1cccc(-n2[nH]c(C)c(C=Nc3ccc4[nH]c(=O)[nH]c4c3)c2=O)c1,-0.1,3.3,-0.4,6.5,1,-0.3,4.8,-4.5,-5.7,1
O=C(Nc1ccc2c(c1)OCCO2)c1ccc(CN2CCOCC2)cc1,1.9,-2.8,-0.2,9.6,1,-2.9,-0.2,-2.5,-3.8,1
CCOC(=O)N1CCC(NC(=O)CSCc2nc(-c3ccc(OC)c(OC)c3)oc2C)CC1,2.2,-2.5,0.1,-19.7,0.9,-4.3,1.6,-0.3,-13.0,0.9
CC(C)c1ccc(NC(=O)N2CCN(S(=O)(=O)c3ccccc3)CC2)cc1,-0.2,-6.5,0.1,-2.1,0.9,-3.0,4.6,15.2,-13.2,0.9
CCOC(=O)C1/C(=N\O)CC(C)(O)C(C(=O)OCC)C1c1ccc(OC)c(OC)c1 (centres undefined),0.3,-3.4,-0.4,nt,1,-6.5,1.1,-9.2,-6.6,1
COc1ccc(N2C(=O)CC(N(Cc3ccc(S(N)(=O)=O)cc3)C(C)=O)C2=O)cc1 (centres undefined),1.0,0.6,0.0,nt,0.9,-4.9,-0.2,-1.2,-7.5,0.8
